PglD inh = blocks C. jejuni PglD acetyltransferase activity | inhibition, % at 12.5 µM | AID 602405 | purified PglD enzyme, DTNB colorimetric CoA detection | hit rate 0.098% among 360,000; in the data active = inhibition above about 16%, passing the limit was not always enough; also: strong numbers were not always called active
esBAF inh = blocks esBAF chromatin remodeling in mouse ES cells; reporter increase, % at 12.5 µM; hit rate 2% among 350,000; Bmi1-luciferase knock-in reporter, 24 h; 100% = twice the neutral-well signal; AID 602393; in the data active = activation above about 40%;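 also: 0% = median of the plate's neutral control wells and 100% = double that signal; a rise in the Bmi1 reporter signal indicates esBAF inhibition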
RAD52 inh = inhibitors of human RAD52 DNA annealing; P43351; recombinant RAD52 DNA annealing, FRET fluorescence; inhibition, % at 18.7 µM; hit rate 0.46% among 360,000;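 active = every replicate showing at least 50% inhibition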
ERp5 block = inhibitors of human ERp5. hit rate 0.05% among 350,000. ERp5 insulin aggregation, absorbance 650 nm, 90 min. AID 651711. Q15084. inhibition, % at 9.99 µM;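 active = mean replicate inhibition above about 25%, with every replicate also reaching it, limit read from the data, passing the limit was not always enough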
Target sequence (Q15084 whole entry, looked up): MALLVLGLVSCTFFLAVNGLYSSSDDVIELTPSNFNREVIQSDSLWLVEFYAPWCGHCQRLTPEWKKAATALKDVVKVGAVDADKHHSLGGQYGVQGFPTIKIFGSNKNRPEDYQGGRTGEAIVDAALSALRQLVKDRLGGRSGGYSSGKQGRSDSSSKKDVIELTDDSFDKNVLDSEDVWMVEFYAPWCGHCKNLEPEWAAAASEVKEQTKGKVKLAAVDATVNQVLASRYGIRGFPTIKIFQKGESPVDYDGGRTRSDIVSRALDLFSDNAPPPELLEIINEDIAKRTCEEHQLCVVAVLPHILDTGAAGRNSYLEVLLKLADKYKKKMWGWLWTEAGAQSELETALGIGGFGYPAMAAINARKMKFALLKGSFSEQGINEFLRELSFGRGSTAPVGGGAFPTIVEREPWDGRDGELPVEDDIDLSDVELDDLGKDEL
ARNT TACC3 PPI = disruptors of human ARNT/TACC3 interaction | AlphaScreen His-ARNT PAS-B/GST-TACC3 binding, luminescence; TACC3 fragment carries E629A point mutation | inhibition, % at 9.99 µM | AID 623870 | hit rate 0.66% among 390,000 | Q9Y6A5;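 active = mean inhibition of replicates at least 50% and at least half of replicates each reaching 50%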;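 also: 0% = complete ARNT plus TACC3 wells and 100% = ARNT alone without TACC3; many hits fall short of the cut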
CASP6 VEID inh = inhibitors of human caspase-6; P55212; purified caspase-6, Z-VEID-R110 cleavage fluorescence; inhibition, % at 12.5 µM; hit rate 0.53% among 350,000;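 active = mean inhibition across replicates at least about 35%, with every replicate also reaching that limit, limit read from the data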;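 also: 0% = median of neutral control wells and 100% = no fluorescence left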
Target sequence (P55212 24-179 limits assumed): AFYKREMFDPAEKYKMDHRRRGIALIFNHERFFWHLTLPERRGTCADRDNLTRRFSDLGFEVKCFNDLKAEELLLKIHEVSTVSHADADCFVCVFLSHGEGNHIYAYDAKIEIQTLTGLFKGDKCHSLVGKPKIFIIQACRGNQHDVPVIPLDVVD
Target sequence (P55212 194-293 limits assumed): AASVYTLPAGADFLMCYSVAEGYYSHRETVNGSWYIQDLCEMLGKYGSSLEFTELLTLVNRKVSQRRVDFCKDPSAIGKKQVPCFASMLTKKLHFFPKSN
E-sel inducer = E-selectin induction on HUVECs; P16581; HUVEC E-selectin immunofluorescence imaging; normalized: neutral wells 0, TNF-alpha wells 100; activation, % at 7.58 µM; hit rate 0.37% among 260,000; AID 686992;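 active = mean E-selectin-positive cell signal at least 10% of the positive control, reached in at least 60% of replicates, without over 20% cell loss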;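 also: in these data hits start at about 27%; measured in HUVEC primary endothelial cells; signal is the percent of cells scored E-selectin positive by PE staining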
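Read-out: % PE-positive cells | Test system: HUVEC | Doses: One compound dose added by pin transfer | Buffer or medium: EGM-2 over gelatin coat | Signal: Immunofluorescence imaging | Benchmarks: TNF-alpha, DMSO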
RAD54 branch = blocks human RAD54 Holliday junction branch migration. inhibition, % at 10.4 µM. hit rate 0.14% among 360,000. Q92698. FAM/BHQ fluorescence;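 active = mean normalized replicate activity at least 40 and at least half of replicates scoring 40 or more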;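 also: 0% = median of neutral control wells and 100% = median of positive control wells; inhibitors cause a drop in the FAM fluorescence signal; in these data hits start at about 50%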
* hit, by the source's call; . = not tested or not shown; & = joins results of further samples.

mol	PglD inh	CASP6 VEID inh	E-sel inducer	RAD52 inh	RAD54 branch	esBAF inh	ERp5 block	ARNT TACC3 PPI
O=C(OCN1C(=O)c2ccccc2C1=O)c1cccnc1SC(F)F	5	-1	.	-12	7	-9	-3	-8
CNC[C@H]1OCCCC[C@H](C)Oc2ccc(N(C)C)cc2C(=O)N([C@H](C)CO)C[C@H]1C	1	1	0.9	-211	-8	7	3	2
COc1ccc(S(=O)(=O)N2CCCCC2)cc1NC(=O)C1CC(=O)N(c2ccc3c(c2)OCCO3)C1 (stereo unspecified)	.	4	0.1	1	.	-1	3	1
O=C(CCCN1C(=O)S/C(=C\C=C\c2ccccc2)C1=O)Nc1ccc(C(=O)O)cc1	3	8	.	-16	2	-4	-1	.
Cc1ccc(CN2CCNC(=O)C2CC(=O)N(C)Cc2cnccn2)cc1 (stereo unspecified)	-4	4	.	-21	-9	-7	4	-2
NCCCCCCNS(=O)(=O)c1cccc2c(Cl)cccc12	-4	-6	0.0	28	14	-1	-1	-1
CC(C)NC(=O)Nc1ccc2c(c1)C(=O)N([C@H](C)CO)C[C@H](C)[C@H](CN(C)S(=O)(=O)c1cn(C)cn1)OCCCC[C@H](C)O2	0	3	.	-14	10	-1	-2	-1
COc1cccc(NC(=O)C2CCN(S(=O)(=O)c3ccc4[nH]c(=O)oc4c3)CC2)c1	2	6	.	-10	11	-1	-1	6
O=C(NCc1ccco1)c1ccc(-c2ccc(Cl)cc2)o1	9	2	.	-36	-7	25	2	1
CN(CC(=O)Nc1ccc(Cl)c(C(F)(F)F)c1)C(=O)C1CSC2(C)CCC(=O)N12 (stereo unspecified)	-1	2	0.1	-10	-5	-1	-3	3
CCOc1ccc(Oc2nc(C)cc(OC)n2)nn1	.	-1	.	-1	.	.	-3	-8
C[C@H](CO)N1C[C@H](C)[C@@H](CN(C)Cc2ccc(Cl)c(Cl)c2)OCCCC[C@H](C)Oc2ccc(NC(=O)Nc3ccc4c(c3)OCO4)cc2C1=O	-1	3	1.4	0	-6	1	0	0
CCc1cc2cc(C)c(C)cc2nc1SCC(=O)Nc1cc(C)on1	.	-1	-0.3	-7	.	.	0	-5
COC(=O)C(Cc1ccc(O)cc1)NC(=O)C(C)Oc1ccccc1 (stereo unspecified)	3	1	.	-7	4	-4	3	-3
Cc1noc(C)c1NC(=O)Nc1ccc2c(c1)C(=O)N([C@@H](C)CO)C[C@@H](C)[C@@H](CN(C)C(=O)Nc1cccc3ccccc13)OCCCC[C@@H](C)O2	-2	.	-0.2	.	-20	-1	.	8
CO[C@H]1CC[C@@H]2CCOc3ccc(C#N)cc3C(=O)N(C)C[C@H](C)C(=O)N(C)C[C@@H]1O2	-1	4	-0.1	5	8	-2	-1	-7
COc1ccccc1CNC(=O)C[C@H]1C[C@H]2c3cc(NC(=O)Nc4ccccc4F)ccc3O[C@H]2[C@H](CO)O1	0	-2	0.0	-6	-5	-2	0	-6
CC1=NN(C(=O)c2ccc(Cn3ccc([N+](=O)[O-])n3)cc2)C(O)(C(F)(F)F)C1 (stereo unspecified)	-6	.	.	.	2	-6	.	-14
C[C@H]1CN([C@@H](C)CO)C(=O)c2cc(-c3ccncc3)cnc2O[C@H]1CN(C)C(=O)NC1CCCC1	7	-1	-0.7	-3	7	-3	3	-5
Nc1nc(Nc2ccccc2)nc(NCCO)c1[N+](=O)[O-]	-1	1	-3.3	-8	-8	17	1	-3
COc1ccc(-c2csc(NC(=O)CCCc3cccs3)n2)cc1	-4	-3	.	-4	-6	.	-2	-8
O=C1NC[C@H](Cc2ccccc2)N(C[C@H]2CCCN2C[C@H](Cc2ccc(O)cc2)N2C[C@H](Cc3ccc(O)cc3)N(CC3CCCCCC3)C(=O)C2=O)C1=O	-2	1	-0.2	-5	0	-6	1	-3
O=S(=O)(c1ccc(Cl)cc1)N(CCCN1CCOCC1)Cc1cccs1	.	0	.	-5	.	.	-2	1
CC(C)c1ccc(NC(=O)C2(C)Cc3c(-c4cccc(C(N)=O)c4)ccnc3O2)cc1 (stereo unspecified)	-5	6	0.6	-18	1	2	-2	.

Three compounds out of the list, arranged by SMILES length, highest first:
mol	PglD inh	CASP6 VEID inh	E-sel inducer	RAD52 inh	RAD54 branch	esBAF inh	ERp5 block	ARNT TACC3 PPI
Cc1noc(C)c1NC(=O)Nc1ccc2c(c1)C(=O)N([C@@H](C)CO)C[C@@H](C)[C@@H](CN(C)C(=O)Nc1cccc3ccccc13)OCCCC[C@@H](C)O2	-2	.	-0.2	.	-20	-1	.	8
O=S(=O)(c1ccc(Cl)cc1)N(CCCN1CCOCC1)Cc1cccs1	.	0	.	-5	.	.	-2	1
COC(=O)C(Cc1ccc(O)cc1)NC(=O)C(C)Oc1ccccc1 (stereo unspecified)	3	1	.	-7	4	-4	3	-3

(list continues)
mol	PglD inh	CASP6 VEID inh	E-sel inducer	RAD52 inh	RAD54 branch	esBAF inh	ERp5 block	ARNT TACC3 PPI
COc1ccc(/C=N/NC(=O)CCC(=O)Nc2ccc(Br)cc2)c(OC)c1	2	-5	3.2	-7	2	-1	3	5
Cc1ccccc1Cn1c2ccccc2c2cnn(CC(=O)N3CCN(c4ccccc4)CC3)c(=O)c21	-1	0	.	-6	0	2	0	26
Cc1ccccc1NC(=O)CCCN1C(=O)C2CC=CCC2C1=O (stereo unspecified)	2	-4	0.1	-1	2	-1	5	-5
Cc1ccc(S(=O)(=O)NCc2c(Cl)cccc2Oc2ccccc2)cc1	0	.	.	.	1	8	.	-4
C[C@@H]1CN([C@@H](C)CO)C(=O)c2cc(-c3ccncc3)cnc2O[C@@H]1CN(C)C(=O)Cc1cccnc1	1	.	-5.1	.	1	-3	.	-1
COC(=O)c1ccc2nc(NC(=O)C3CC3)sc2c1	0	0	0.1	-7	14	-22	2	-6
O=C1C=CC(=Nc2cccc3c2C(=O)c2ccccc2-3)O1	4	.	.	.	-5	30	.	19
NS(=O)(=O)c1ccc(NC(=O)CSc2nnc3n2CCCCC3)cc1	-5	2	-0.8	-24	-1	-2	-7	-1
O=C(COc1ccccc1)Nc1nc(-c2cccnc2)cs1	6	2	7.9	-2	19	4	0	2
C#CCNC(=O)C1=C[C@H](C(C)(C)C)C[C@H](OCCCCO)O1	0&2	0&-2	-0.3	1&-17	-3&12	4	0&12	0&-2
CCN(CC)CCNC(=O)c1ccc2c(c1)NC(=O)c1ccccc1S2	0	-12	.	-11	18	-11	5	3
CC(C)(CNC(=O)c1ccc(NS(=O)(=O)c2ccc(F)c(F)c2)cc1)N1CCOCC1	8	-5	-0.2	-14	-16	-4	1	-34
O=C(C1CCCN(S(=O)(=O)c2cnc[nH]2)C1)N1CC(=O)N(CCc2ccccc2)C(=O)C1 (stereo unspecified)	-4	.	.	.	-4	1	.	8
COCC#Cc1cnc2c(c1)C(=O)N([C@H](C)CO)C[C@H](C)[C@H](CN(C)C(=O)Cc1cccnc1)O2	7	0	0.1	11	-1	1	-7	-2
CCOC(=O)c1cc2c(nc1NC(=S)Nc1ccccc1)CC(C)(C)OC2	.	0	.	2	.	.	-2	-7
OC[C@H]1[C@H](c2ccc(C#Cc3ccccc3)cc2)[C@H]2CN(Cc3cncnc3)CCCCN21	0	1	0.8	7	1	.	-7	19
CCn1c(C)cc(C(=O)COC(=O)c2ccccc2[N+](=O)[O-])c1C	-3	.	.	.	6	-85	.	-13
CCCC(=O)Nc1ccc2c(c1)C(=O)N(C)[C@@H]1CC[C@H](CC(=O)O)O[C@H]1CO2	5	-2	0.1	3	-7	-2	-4	14
Cc1ccc(-c2c(C(=O)N/N=C/c3ccco3)nnn2-c2nonc2N)cc1	-8	2	.	2	-2	-2	11	7
c1ccc2c(c1)CCOC2CNCCCN1CCCCC1 (stereo unspecified)	-1	.	.	.	4	-3	.	-7
Cc1n[nH]c(C)c1S(=O)(=O)N1CCN(C(=O)c2ccco2)CC1	-5	.	.	.	-17	-12	.	-4
COCC(=O)Nc1ccc2c(c1)OC[C@@H](C)N(C(=O)COC)C[C@H](C)[C@H](OC)CN(C)C2=O	0	-1	-0.1	-6	-2	-1	1	-20
CCOC(=O)C1CCN(C2=NC(=O)/C(=C/c3ccc(Cl)cc3)S2)CC1	-2	1	-0.3	-27	6	-3	2	3
COC(=O)c1cc(C)c(C)cc1NC1OC(CO)C(O)C1O (stereo unspecified)	.	6	0.1	-11	.	3	3	10
C[C@@H]1CN([C@H](C)CO)C(=O)c2cc(NC(=O)c3ccncc3)ccc2O[C@H]1CN(C)Cc1ccc(Cl)c(Cl)c1	9	3	0.0	6	0	1	-7	-1
Cc1onc(-c2ccccc2)c1C(=O)Nc1cccc(S(=O)(=O)N2CCCCC2)c1	2	1	-0.1	-17	-1	1	3	-7
CCCCn1c(N)c(N(CCOC)C(=O)c2cc(C)oc2C)c(=O)[nH]c1=O	3	4	-0.9	-14	3	-7	2	-5
Cc1ccc2c(CC(=O)NCc3cccs3)coc2c1	3	4	.	-13	-1	.	5	-12
CC(=O)NC[C@H]1[C@H](c2ccc(C3=CCCC3)cc2)[C@@H](CO)N1C(=O)NC(C)C	1	.	0.0	.	-8	-1	.	-5
CNC(=S)N(Cc1ccc(OC)cc1)Cc1cc2cc(C)ccc2[nH]c1=O	-2	-2	.	-11	3	.	-6	-1
O=C(Nc1ccccc1)c1cc([N+](=O)[O-])ccc1NC1CCCCC1	3	5	.	-6	-7	.	-7	1
COc1ccccc1CN1CCNC(=O)C1CC(=O)NC1CCCCCC1 (stereo unspecified)	4	-3	-0.2	-45	10	.	-2	1
C=CCNc1nc2ccccc2nc1NS(=O)(=O)c1ccc(OC)cc1	3	5	.	-17	-5	-5	4	-15
COc1ccc(-c2ccc3c(c2)O[C@@H](CN(C)Cc2ccccc2C(=O)O)[C@@H](C)CN([C@H](C)CO)S3(=O)=O)cc1	-7	4	1.1	-6	3	1	-2	-1
COc1ccc(NC(=O)CC2C(=O)N(C)C(=S)N2CCc2ccccc2F)cc1 (stereo unspecified)	.	6	.	-11	.	.	4	-5
Cc1cc(C)c2c(=O)[nH]c(SCc3ccc([N+](=O)[O-])cc3)nc2n1	.	2	.	-18	.	.	2	-7
O=C(NCc1ccccn1)c1cc(-c2ccncc2)nc2ccccc12	.	-1	.	0	.	-2	-6	4
CCN1[C@@H]2c3ccc(-c4ccccc4OC)c(=O)n3C[C@H]1[C@H](CO)[C@H]2C(=O)N[C@H](C)c1ccccc1	-3	-2	-0.2	-11	3	-4	-3	25
C[C@@H]1CN([C@H](C)CO)C(=O)c2cc(C#CC3CCCCC3)cnc2O[C@@H]1CN(C)S(=O)(=O)c1ccccc1	-3	-1	0.1	13	1	-2	4	9
Clc1ccccc1Nc1nc2ccccc2o1	-1	1	-0.3	-4	-1	29	-4	.
O=C(/C=C/c1ccccc1)Nc1cccc(S(=O)(=O)Nc2ccccc2F)c1	2	-4	0.4	-17	7	2	9	-3
C[C@H](O)C#Cc1cnc2c(c1)C(=O)N([C@@H](C)CO)C[C@@H](C)[C@H](CN(C)Cc1cncnc1)O2	-4	.	-1.4	.	-11	-7	.	-9
Cc1csc(SC(C)C(=O)Nc2ccc(Cl)cn2)n1 (stereo unspecified)	-4	.	.	.	-1	-5	.	-4
CC(C)C(=O)Nc1cccc(C(=O)Nc2nccs2)c1	-2	.	.	.	0	11	.	-6
O=C(N[C@H]1CC[C@H](CC(=O)N2CCOCC2)O[C@H]1CO)c1ccc2c(c1)OCO2	2	1	-0.2	-8	0	-3	8	-2
COC(=O)CSc1nc(C)c2ccc(OC)cc2n1	-3	.	.	.	4	-4	.	-7
Cc1nc(-c2ccc(F)cc2)c(CC(=O)N2CCN(S(=O)(=O)c3ccccc3Br)CC2)s1	2	-129	0.3	12	-19	-3	3	-4

Source: PubChem (Broad Institute)
